A549 tox – Nrf2 qHTS screen for inhibitors: counterscreen for cytotoxicity; A549 ARE-Fluc cells, CellTiter-Fluor viability, 18-24 h; Potency, µM (doses to about 46 µM), without a hit: at the highest dose activity change, negative = cytotoxicity, hits mostly inhibitors; 390,000 tested, 0.16% active; note: potency is the fitted concentration of half-maximal effect; % is set by controls: 0 for no effect and ±100 for the full control effect
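Cytotoxicity counterscreen: CellTiter-Fluor fluorescence was measured in A549 ARE_Fluc cells after 18-24 h of compound exposure in a concentration series. The subsequent BugLite luminescent read reports ARE-luciferase activity.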
TGFb SMAD3 inh – qHTS for Inhibitors of TGF-b; Potency, µM (titrated, usually from 46.1 µM), for the others: top-dose activity, negative = inhibition, usual class: inhibitors; HepG2 CAGA-GFP TGF-b/SMAD3 reporter, GFP fluorescence, 18 h; TGF-beta stimulated, 500 pg/mL final; AID 588855, 2011; 410,000 tested, 1.2% active; note: potency is the fitted concentration of half-maximal effect; % is set by controls: 0 for no effect and ±100 for the full control effect; nearly all actives have a fitted effect of over 65% in size
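Inhibition of TGF-beta-driven CAGA-GFP reporter expression in HEPG2 cells is measured by cellular GFP fluorescence after 18 h stimulation with 500 pg/mL recombinant TGF-beta in 1% FBS medium at 37 degrees C.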
Nrf2 block – Nrf2 qHTS screen for inhibitors; A549 ARE-Fluc reporter, luciferase luminescence, 18-24 h; Potency, µM (top dose mostly 46 µM), inactives show at the top dose activity change, negative = inhibition, most hits filed as inhibitors; 360,000 tested, 2.1% active; note: potency is the fitted concentration of half-maximal effect; % is set by controls: 0 for no effect and ±100 for the full control effect; nearly all actives have a fitted effect of over 60% in size
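Nrf2 activity is the BugLite luminescence, read 15 min after reagent at room temperature, following CellTiter-Fluor cytotoxicity readout (30 min, 37C). Compound titrations were applied for 18-24 h to 5000 A549 ARE_Fluc cells/well in 5% FBS OPTI-MEM.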
HepG2 viability – qHTS for Inhibitors of TGF-b: Cytotox Counterscreen; HepG2 CAGA-GFP viability, ATP luminescence, 18 h; Potency, µM (titrated, usually from 46.1 µM), inactives show at the top dose activity change, negative = cytotoxicity, hits mostly cytotoxic; 410,000 tested, 0.76% active; AID 588856, 2011; note: potency is the fitted concentration of half-maximal effect; some results filed as inactive show a strong effect at the top dose
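CellTiter-Glo luminescence gave cytotoxicity after 18 hours at 37 degrees C. The cells were HepG2 CAGA-GFP in 1% FBS DMEM, stimulated with 500 pg/mL TGF-beta after compound addition. %Activity was normalised to no-cell wells (complete cell-killing) and DMSO (no toxicity), and curves were fitted and classified.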
IL1B secr inh – qHTS for Inhibitors of Inflammasome Signaling: IL-1-beta AlphaLISA Primary Screen | THP-1 LPS/ATP IL-1B secretion, AlphaLISA, 16 h; hits give low values | AID 743279, 2014 | activity change, % at 57.5 µM | 360,000 tested, 4.7% active; in the data active = activity change below about -50%; inconclusive = mostly about -30% to -49%; note: % is set by controls: 0 for no effect and ±100 for the full control effect
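THP-1 cells pretreated 1 hr with compounds (up to 57.5 uM final), then stimulated with LPS (250 ng/mL final) plus ATP (1.25 mM final); secreted IL-1B measured by AlphaLISA after 16 hr, decreased signal indicating inhibition.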
Nrf2 activator – qHTS of Nrf2 Activators. 410,000 tested, 0.31% active. Potency, µM (top dose mostly 46.1 µM), without a hit: top-dose activation, hits mostly activators. AID 624171, 2012. AREc32 ARE-luciferase reporter (MCF7-derived line), luminescence, 24 h; note: potency is the fitted concentration of half-maximal effect; % of control where 0% means no effect; nearly all actives have a fitted effect of over 65% in size
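ARE-driven firefly luciferase activity in AREc32 cells measured after a 24 hr compound exposure at 37 deg C, using Steady-Glo reagent and a 30 min room-temperature hold.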
S2 tox – Viability Counterscreen for Primary qHTS for Inhibitors of ATXN expression. S2 cells (HEK-293 line with an ATXN2-luciferase reporter) viability, CellTiter-Fluor protease fluorescence, 24 h. Potency, µM (titrated, usually from 56.7 µM), hits mostly cytotoxic. 400,000 tested, 0.49% active. AID 651635, 2014; note: potency is the fitted concentration of half-maximal effect; nearly all actives have a fitted effect of over 40% in size
ATXN2 expr inh – Primary qHTS for Inhibitors of ATXN expression. AID 1745845, 2022. Potency, µM (highest dose often 57 µM), inactives show at the highest dose activity change, negative = inhibition, hits mostly inhibitors. HEK-293 ATXN2-luciferase reporter, luminescence, 24 h. 360,000 tested, 0.72% active; note: potency is the fitted concentration of half-maximal effect; % is set by controls: 0 for no effect and ±100 for the full control effect; nearly all actives have a fitted effect of over 55% in size
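ATXN2-luciferase reporter cells (luciferase flanked by upstream and downstream ATXN2 gene portions) were treated 24 h at 37 °C with compounds at up to 57 uM. SteadyGlo luminescence gave expression; GF-AFC fluorescence gave viability.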
MCF10A rereplic – A quantitative high throughput screen for small molecules that induce DNA re-replication in MCF 10a normal breast cells; MCF 10A DNA re-replication, Hoechst nuclear intensity, 48 h; 350,000 tested, 2.9% active; Potency, µM (highest dose often 46.1 µM), inactives show top-dose activity, positive = re-replication, usual class: activators; note: potency is the fitted concentration of half-maximal effect; % of control where 0% means no effect; nearly all actives have a fitted effect of over 50% in size
Numbers without * were called inactive; i = inactive; ? = inconclusive; · = no result given; [ ] = remark or other dose. Unless noted, calls come from the whole dose curve; as a rule, active = well fitted curve in the direction sought with a large enough effect; inconclusive = small, poorly fitted or top-dose-only effect, or another doubt; inactive = no such curve, though single readings can be large; an effect the other way counts as inactive or inconclusive.

SMILES | A549 tox | TGFb SMAD3 inh | Nrf2 block | HepG2 viability | IL1B secr inh | Nrf2 activator | S2 tox | ATXN2 expr inh | MCF10A rereplic
CCOC(=O)/C=C1\SCC(=O)N1CC(=O)NCCOC | -4% | 0% | -1% | -7% | -4 | -0.2% | i | 9% | -24%
Oc1ccccc1C=Nc1cccc2ccccc12 | 3% | -3% | 14% | -7% | 14 | 0.6% | i | · | -2%
CC(=O)c1cccc(OCc2cc(C(=O)N(C)Cc3ccc(C)o3)no2)c1 | -3% | 0% | 10% | -38% | ? | 5.1% | i | 54%[activator] | 27%
Cc1cc(C)n(-c2ccc(NC(=O)C3CCCCN3C(=O)c3ccoc3C)cc2)n1 (stereo not given) | 1% | -3% | 0% | -2% | -7 | -0.3% | i | · | 2%
Nc1cc(=O)nc(SCC(=O)N2CCN(c3ccccc3)CC2)n1-c1ccc(F)cc1 | 1% | -4% | 4% | -4% | 0 | -0.3% | i | 3% | 10%
CC(C)c1ccc(S(=O)(=O)N2CCN(C(=O)C3=COCCO3)CC2)cc1 | 8% | 3% | -16% | -13% | -9 | -0.1% | i | -16% | 0%
COCCNC(=O)C1CCCN(S(=O)(=O)c2cccc3nsnc23)C1 (stereo not given) | 5% | 3% | 14% | 6% | 25 | 0.0% | i | -9% | -1%
CC(=O)c1cccc(NC(=O)CCNS(=O)(=O)c2cccc(C(C)=O)c2)c1 | 5% | -7% | 16% | 2% | -5 | 2.2% | i | 19% | ?
C=CCn1c(COc2cccc3ccc(C)nc23)nnc1SCC(=O)O | -13% | 1% | 6% | -7% | -13 | -0.4% | i | -14% | -1%
COc1cc(Br)c(CCNC(=O)Cc2ccccc2)cc1OC | -3% | -26% | 7% | 3% | 6 | -0.2% | i | 10% | -2%
O=C(CSC(=S)N1CCOCC1)c1cc2ccccc2oc1=O | 5% | ? | 28% | -46% | 51 | 18% | ? | ? | 19%
Cc1cc(O)cc2c1C(=O)/C(=C/c1ccco1)O2 | -19% | 0% | -3% | -10% | 2 | ? | · | 53%[activator] | 15%
O=C(CN1C(=O)CC(c2ccco2)Sc2ccccc21)NCc1ccc2c(c1)OCO2 (stereo not given) | -13%[1.84 µM] | -30% | -14% | -18% | -6 | -0.8% | i | -1% | ?
CSCCC1NC2(C(=O)Nc3c(C)cc(Cl)cc32)[C@@H]2C(=O)N(C3CCCC3)C(=O)[C@H]12 (stereo not given in full) | -28% | ? | ? | -33% | -9 | 2.4% | i | 4% | 27%
CC1(C(=O)Nc2ccc(F)c(Cl)c2)Cc2c(-c3cccc(C(F)(F)F)c3)ccnc2O1 (stereo not given) | · | ? | · | -25% | -21 | 0.4%[9.22 µM] | i | -21% | ·
C=CCNC(=O)CSc1n[nH]c(-c2cc(Cl)ccc2OC)n1 | 2% | -10% | -27% | 2% | -26 | 4.6% | i | -7% | 1%
Cc1c(Cl)cccc1NC(=S)N1CCC(C(N)=O)(N2CCCCC2)CC1 | -6% | -19% | -1% | 2% | 14 | 0.1% | i | 3% | -44%[inhibitor]
CCOc1ccc(-n2nc3c(=O)n(CCN4CCCCC4)nc(C)c3c2C)cc1 | 0% | 0% | -2% | -1% | -8 | -0.1% | i | -22% | 0%
O=C(OCC(=O)N1CCCC1)c1c(Cl)ccc(Cl)c1Cl | 9% | -8% | 12% | -33% | 36 | ? | i | 6% | -2%
CCOc1ccc(CCNC(=O)c2ccc(C)c(N3CCCC3=O)c2)cc1OCC | -6% | -3% | -2% | -4% | 13 | -0.2% | i | · | -7%
CCCNC(=O)c1ccc(N(Cc2ccccc2)S(C)(=O)=O)cc1 | 11% | 21% | ? | 4% | -6 | 0.8% | i | 10% | -1%
Nc1cc(-c2ccc(Br)cc2)[nH]n1 | 1% | -1% | 14% | -15% | -9 | 2.4% | i | 7% | ?
C=CCC(C=C)[N+]1(CC(=O)OC)CCCCC1 (stereo not given) | -6% | -1% | 0% | -9% | 10 | -0.2% | i | 7% | 11%
CN(C)c1ccc(C(CNC(=O)COc2ccc(Cl)cc2)N2CCOCC2)cc1 (stereo not given) | 0% | 3% | · | 1% | · | 0.4% | · | · | ·
CCOc1ncccc1C(=O)Nc1ccc(OC)c(S(=O)(=O)N2CCCCC2)c1 | -12% | -15% | -19% | -16% | 0 | -0.2% | i | -32% | 7%
Cc1cccc(CSc2nncc(=O)[nH]2)c1 | -4% | -14% | -5% | -1% | 0 | 1.6% | i | 1% | 2%
Cc1cccc(NC(=S)N(c2ccccc2)C(C)C)c1C | 15% | -23% | 11% | -16% | 6 | 0.1% | ? | -4% | 1%
CNC(=S)N(C)/N=C1/C(=O)N(Cc2c(Cl)cccc2Cl)c2ccccc21 | -12% | ? | ? | -13% | 0 | ? | ? | -28% | 18µM*
C/C(=N\Nc1ccccc1)c1c(O)cc(C)oc1=O | -3% | 3% | 12% | -9% | 7 | 2.0% | i | -28% | ?
CCOC(=O)c1ccc(N2C(=O)c3n[nH]c(C)c3C2c2ccco2)cc1 (stereo not given) | -3% | 11% | -11% | 1% | -19 | -0.6% | i | -9% | 5%
O=C(NNc1nccc(C(F)(F)F)n1)Nc1cccc(Cl)c1 | 4% | ? | -11% | -50% | -13 | 0.2% | i | 4% | -11%
Cn1nc(CC(=O)Nc2cccc3ncccc23)c2ccccc2c1=O | -15% | 3% | ? | -2% | 54 | 3.8% | i | -2% | ?
Nc1nc2c(C(=O)N3CCOCC3)nnn2c2ccccc12 | 0% | 4% | 18% | -16% | 4 | 0.3% | i | -13% | -6%
COc1cc(OC)cc(C(=O)NCCCN2CCOCC2)c1 | 7% | 18% | -3% | -5% | 7 | 0.2% | i | 5% | -3%
COc1ccnc(NCc2cccc(C(F)(F)F)c2)c1C#N | 1% | ? | 0% | 2% | -9 | 0.1% | i | -5% | -6%
CCOc1ccc(NC(=O)CCNC(=O)Cn2ccc3ccccc3c2=O)cc1 | 0% | 7% | 4% | 2% | 0 | 0.1% | i | -6% | 0%
COc1ccccc1NC(=O)c1oc2ccccc2c1NC(=O)c1c(F)cccc1F | 3% | -4% | 6% | -3% | · | 10.0% | i | 8% | ·
CC(NC(=O)c1ccc2nc(Cc3ccccc3)oc2c1)c1ccccc1 (stereo not given) | -1% | 17% | · | 3% | · | 0.2% | ? | 7% | ·
O=C1c2ccccc2C(=Cc2cccnc2)c2ccccc21 | · | -20% | · | -20% | -17 | 5.6% | ? | · | ·
O=C(O)Cc1cc(=O)[nH]n(-c2ccccc2)c1=O | 3% | 12% | -9% | 0% | 0 | 0.1% | i | 9% | 4%

An excerpt from above in order of count of non-hydrogen atoms, low to high:
SMILES | A549 tox | TGFb SMAD3 inh | Nrf2 block | HepG2 viability | IL1B secr inh | Nrf2 activator | S2 tox | ATXN2 expr inh | MCF10A rereplic
Cc1cccc(CSc2nncc(=O)[nH]2)c1 | -4% | -14% | -5% | -1% | 0 | 1.6% | i | 1% | 2%
C=CCC(C=C)[N+]1(CC(=O)OC)CCCCC1 (stereo not given) | -6% | -1% | 0% | -9% | 10 | -0.2% | i | 7% | 11%
O=C(O)Cc1cc(=O)[nH]n(-c2ccccc2)c1=O | 3% | 12% | -9% | 0% | 0 | 0.1% | i | 9% | 4%
CC(NC(=O)c1ccc2nc(Cc3ccccc3)oc2c1)c1ccccc1 (stereo not given) | -1% | 17% | · | 3% | · | 0.2% | ? | 7% | ·

More results.
SMILES | A549 tox | TGFb SMAD3 inh | Nrf2 block | HepG2 viability | IL1B secr inh | Nrf2 activator | S2 tox | ATXN2 expr inh | MCF10A rereplic
COc1ccc(-c2ccc(C(=O)NC3CCCCC3)c3occc23)c(C)c1 | · | -2% | · | -25% | -28 | 0.9% | i | 11% | ·
COc1ccc(F)c(CN2CCC(n3nccc3NC(=O)C3CCOC3)CC2)c1 (stereo not given) | 7% | -18% | 0% | -3% | 27 | -0.1% | i | 1% | ?
C[C@H](NC(=O)N1CCC(Cc2ccccc2)CC1)C(=O)O | 2% | 0% | 0% | -4% | -5 | -0.4% | i | -13% | 3%
CC(OC(=O)CCN1C(=O)c2cccc([N+](=O)[O-])c2C1=O)C(=O)Nc1cc(Cl)cc(Cl)c1 (stereo not given) | 0% | ? | 5% | -3% | -8 | 3.7% | i | 1% | 1%
Cc1ccc(NC(=O)CN2C(=O)NC3(CCCc4ccccc43)C2=O)c([N+](=O)[O-])c1 (stereo not given) | -22% | 5% | -13% | -2% | -17 | 0.3% | i | -10% | -11%
Cc1cccc(Nc2nnc(SCC(=O)NCc3cccs3)s2)c1C | 3% | -21% | 0% | -13% | 0 | 0.5% | i | 1% | 25%
CCc1ccccc1NC(=O)CSc1nnc(-c2cc(C)[nH]n2)n1N | -1% | 17% | 12% | 6% | 4 | -0.2% | i | 2% | -3%
CCOC(=O)C1(CCc2ccccc2)CCN(C(=O)c2ccoc2)CC1 | 3% | -3% | 4% | -5% | 0 | -0.2% | i | 14% | -4%
COc1ccc(C(=O)CCC(=O)N2CCN(c3ccc([N+](=O)[O-])cc3)CC2)cc1 | -4% | -4% | 7% | -1% | -10 | -0.7% | i | · | -1%
CCCc1cc(=O)[nH]c(NCCc2ccccc2)n1 | 5% | -3% | ? | -27% | 22 | 2.7% | i | 11% | 0%
Cc1ccc(C(=O)CC2C(=O)N(c3ccccc3)C(=S)N2c2ccccc2)cc1 (stereo not given) | -1% | 1% | -19% | -5% | 11 | 0.4% | i | -3% | ?
O=C(CCn1c(=O)c2sccc2n(CC(=O)OCc2ccccc2)c1=O)NCc1ccccc1 | 4% | 16% | 3% | 0% | -2 | -0.5% | i | 2% | 7%
O=C(CN1CCN(Cc2ccccc2)C1=O)NCc1ccc(Cl)cc1 | -2% | 4% | 3% | -2% | 1 | -0.2% | i | 1% | -4%

Screens: PubChem, National Center for Advancing Translational Sciences (NCATS)

No enrichment for hits (roughly 8.8% active in at least one column).
